# ERAP1 HTS inh: human ERAP1 aminopeptidase inhibitors, primary screen, biochemical, single point, plate reader. 0.15% of 340,000 active. Endoplasmic reticulum aminopeptidase 1 (Homo sapiens), Q9NZ08. recombinant ERAP1, Leu-AMC fluorescence, 60 min. inhibition, % at 10.7 µM;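 active = mean replicate inhibition of at least 30%, or all replicates individually reaching that 30% level; inactive = mean below 30% and not every replicate reaching it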;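 also: 0% = neutral control wells and 100% = L-leucinethiol positive control wells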
# Target sequence (Q9NZ08 whole entry, looked up): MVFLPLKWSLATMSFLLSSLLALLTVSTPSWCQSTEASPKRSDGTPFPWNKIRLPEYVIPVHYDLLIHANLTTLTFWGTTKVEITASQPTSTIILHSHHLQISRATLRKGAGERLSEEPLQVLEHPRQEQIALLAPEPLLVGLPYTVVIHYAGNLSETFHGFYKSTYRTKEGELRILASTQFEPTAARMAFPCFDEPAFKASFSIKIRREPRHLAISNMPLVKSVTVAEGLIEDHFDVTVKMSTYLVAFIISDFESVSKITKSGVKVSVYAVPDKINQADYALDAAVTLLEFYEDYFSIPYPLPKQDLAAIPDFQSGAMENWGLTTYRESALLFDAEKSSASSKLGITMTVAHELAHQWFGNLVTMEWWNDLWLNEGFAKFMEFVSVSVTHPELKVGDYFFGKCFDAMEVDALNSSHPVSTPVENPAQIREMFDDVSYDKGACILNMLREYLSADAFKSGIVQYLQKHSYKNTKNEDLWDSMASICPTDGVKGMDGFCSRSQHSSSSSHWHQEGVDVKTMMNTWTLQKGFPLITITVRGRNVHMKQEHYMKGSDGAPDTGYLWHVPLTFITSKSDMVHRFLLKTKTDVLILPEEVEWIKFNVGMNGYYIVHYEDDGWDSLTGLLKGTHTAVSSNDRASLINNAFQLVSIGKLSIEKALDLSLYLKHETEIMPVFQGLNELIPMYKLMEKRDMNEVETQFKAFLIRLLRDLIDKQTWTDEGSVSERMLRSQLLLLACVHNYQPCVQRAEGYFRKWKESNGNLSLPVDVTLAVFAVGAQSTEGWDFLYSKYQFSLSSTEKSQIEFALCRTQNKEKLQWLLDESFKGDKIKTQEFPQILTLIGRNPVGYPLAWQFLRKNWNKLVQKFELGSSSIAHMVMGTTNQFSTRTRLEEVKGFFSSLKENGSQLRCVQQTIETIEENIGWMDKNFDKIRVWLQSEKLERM
# LGR2 inh: inhibitors of bursicon-induced LGR2 CRE-luciferase signal, primary screen, cell-based, HEK293, CRE-luciferase reporter, bursicon stimulation. Drosophila bursicon receptor LGR2 (rickets). bursicon-stimulated, 4 h. inhibition, % at 9.99 µM. 0.35% of 380,000 active. AID 720647, 2013;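 active = drop in luminescence signal, shown as inhibition above about 50% in the replicate tests, limit read from the data, passing the limit was not always enough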;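 also: agonist challenge used bursicon conditioned medium at about half maximal strength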
# S100A4 MyoIIA: inhibitors of S100A4-myosin IIA peptide binding, primary screen, biochemical, fluorescence polarization, TAMRA-MyoIIA peptide | inhibition, % at 10.7 µM | 0.14% of 360,000 active;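 active = mean inhibition of at least 70% across replicates, with every replicate also reaching that level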
# Target sequence (P26447 whole entry, looked up): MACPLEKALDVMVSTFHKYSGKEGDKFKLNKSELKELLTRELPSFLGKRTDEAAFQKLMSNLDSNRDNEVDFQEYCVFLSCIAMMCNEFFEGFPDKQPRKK
#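 assay system = human S100A4 monomer with TAMRA-labelled myosin IIA peptide | also added = labelled myosin peptide probe, 5 nM | incubation = 5 min between mix addition and reading | control set = DMSO and TFP controls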
# FN deposition inh: inhibitors of fibronectin matrix deposition, primary screen, AH1F cells, Alexa488-fibronectin fluorescence, plate reader | AH1F fibroblasts, overnight | inhibition, % at 12.6 µM | 0.086% of 350,000 active | AID 743247, 2014;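 active = mean inhibition across replicates of 30% or more, regardless of how many single replicates reach that level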;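 also: positive control wells lacked labelled fibronectin entirely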
#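 Schedule: 1 h cell adhesion before compound, then overnight fibronectin incubation; test system: AH1F fibroblast monolayer depositing Alexa488-labelled fibronectin into matrix; quantity: 10000 AH1F cells per well; probe or stimulus: fluorescent fibronectin at 24 nM final; signal: fluorescence, ex 485 nm, em 525 nm; evaluation: percent inhibition as loss of matrix-bound fibronectin fluorescence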
# PglD inh: C. jejuni PglD acetyltransferase inhibitors, primary screen, biochemical, DTNB colorimetric, single point; UDP-N-acetylbacillosamine N-acetyltransferase PglD (Campylobacter jejuni); purified PglD enzyme, DTNB colorimetric CoA detection; inhibition, % at 12.5 µM; 0.098% of 360,000 active; in the data active = inhibition above about 16%, passing the limit was not always enough; also: strong numbers were not always called active
# PAX8 reporter: inhibitors of PAX8-driven TPO luciferase reporter, primary screen, RMG-I cells, single concentration. SteadyGlo, 24 h. inhibition, % at 12.6 µM. 1.2% of 360,000 active;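 active = mean replicate inhibition at least 60% with every replicate also reaching 60%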;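 also: luciferase light reporting Pax8 driven TPO promoter activity; plate controls were median of neutral control wells for no effect and mitoxantrone controls for full effect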
# PGC1a acetyl inh: inhibitors of PGC1a acetylation signal, primary screen, cell-based, U2OS, AlphaScreen, inhibitor mode; inhibition, % at 15.6 µM; AlphaScreen anti-acetyl-lysine; with virally co-expressed GCN5 acetyltransferase; 0.17% of 350,000 active;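 active = every replicate shows inhibition of at least 40%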;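 also: 0% = neutral control wells and 100% = positive control wells; some results beyond the cut were filed as inactive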
# EWS-Fli inh: EWS/Fli-driven NR0B1 reporter inhibitors, primary screen, A673 cells, NR0B1 luciferase, luminescence, MLPCN library. viability-normalised. inhibition, % at 12.6 µM. 0.67% of 350,000 active. AID 651661, 2012;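 active = mean inhibition of at least 50% after viability correction, with every replicate also passing that limit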;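 also: firefly luciferase signal divided by Alamar Blue viability fluorescence both relative to DMSO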
# Starred values were filed as active, the others as inactive; . = no result given; & = joins results of further samples. Compounds were not picked by outcome; overall some 2.1% were active at least once.
# Sequence of screens: ERAP1 HTS inh	LGR2 inh	S100A4 MyoIIA	FN deposition inh	PglD inh	PAX8 reporter	PGC1a acetyl inh	EWS-Fli inh
CCOC(=O)c1cc(OC(=O)c2cccc([N+](=O)[O-])c2)n(-c2ccccc2)n1
  .	16	.	11	2	.	14	.
Cc1ccccc1NC(=S)N(CCc1c(C)[nH]c2ccc(F)cc12)Cc1ccncc1
  -3	-3	-7	-1	.	9	.	7
CC1CCN(c2ccc3nnc(CCC(=O)NCc4ccco4)n3n2)CC1
  -3	13	1	2	-1	-5	7	-2
COc1ccc(/C=N/N2CCOCC2)cc1COc1ccc(F)cc1
  -5	-21	1	0	-4	8	-4	-14
Cc1ccc(O)c(-c2cc3ccccc3[nH]2)c1
  .	.	.	-15	5	-80	-7	.
CCCCC[n+]1ccn(C2=C([O-])c3ccccc3C(=O)/C2=N\S(=O)(=O)c2ccc(Br)cc2)c1
  0	.	-3	-4	-1	17	-2	4
Cc1cccc(S(=O)(=O)Nc2ccc(-c3nc4ccc(C)cc4s3)cc2)c1
  -8	-43	-10	-12	.	-210	.	-31
COC(=O)c1ccc(N2NC(=O)/C(=C/c3ccc(-c4ccc(Cl)c(C(=O)O)c4)o3)C2=O)cc1
  -2	-2	12	0	.	-9	8	-5
COc1ccc(C=O)cc1CN1CCCN(Cc2ccc(Cl)cc2)S1(=O)=O
  0	-3	-5	0	-2	15	3	2
COc1ccc(NC(=O)C2(C)CCN2Cc2cccc(OC)c2F)cc1OC (stereo unspecified)
  1	9	1	2	2	-8	-17	3
CC[C@]12c3[nH]c4ccc(Cl)cc4c3CCN1C(=O)[C@@H](CC(=O)NC/C=C(\C)CCC=C(C)C)C[C@@H]2C(=O)N1CCN(C(=O)c2ccco2)CC1
  .	18	-9	-4	0	82*	2	19
Nc1nc(Sc2ccc(C(F)(F)F)cc2[N+](=O)[O-])n[nH]1
  .	.	.	2	6	23	-3	.
COc1ccc(/C=C/C(=O)OCC(=O)NC2CCCCC2C)c(OC)c1 (stereo unspecified)
  0	-2	11	-4	0	-3	.	-9
C[C@@H]1CN([C@@H](C)CO)C(=O)Cc2cc(NC(=O)Nc3ccccc3)ccc2O[C@H]1CN(C)C(=O)NC1CCCCC1
  -1	-18	1	-2	2	0	4	-9
Cc1ccc(C)c(NC(=O)CN(C)C(=O)c2cccc(S(=O)(=O)N3CCN(Cc4ccccc4)CC3)c2)c1
  -3	15	4	4	-11	39	.	.
COc1ccc(NC(=O)N(C)C[C@@H]2Oc3ccc(NS(=O)(=O)c4ccc(F)cc4)cc3CC(=O)N([C@@H](C)CO)C[C@@H]2C)cc1
  -2	2	4	.	.	.	-5	4
CC[C@H](C)[C@H](NC(N)=O)C(=O)NCCc1ccc(Cl)cc1
  -2	.	1	-6	6	-8	3	-10
O=C(CN1CCCCC1)Nc1nc(-c2ccccc2)cs1
  -5	-32	3	-1	-3	-112	0	-79
O=C(NC1CCCCC1)N1CC(=O)N2[C@H](CO)[C@H](c3ccc(/C=C/c4ccccc4)cc3)[C@H]2C1
  0	2	-65	2	.	33	-2	-3
O=C(NC(Cc1ccc(O)cc1)C(=O)O)c1ccc2c(c1)OCO2 (stereo unspecified)
  1	2	0	6	3	0	.	2
Cc1ccccc1-c1nc(CN2CCCC2c2ccc(F)cc2)c(C)o1 (stereo unspecified)
  -1	8	-6	-7	4	-1	1	3
NC(=O)c1ccccc1NC(=S)NC(=O)CCc1ccccc1
  .	18	.	-6	6	33	3	.
CC(C)Oc1cccc(C(=O)NC(=S)Nc2ccc(N3CCN(C)CC3)cc2)c1
  -1	-26	-2	4	4	8	4	-4
Cc1cccc(C)c1NC(=O)CNC(=O)Cc1ccccc1[N+](=O)[O-]
  2	4	-2	1	-2	-7	.	0
CS(=O)(=O)N1CC2(C1)[C@H](c1ccccc1)[C@H](CO)N2Cc1ccccn1
  -5	-14	15	.	.	-4	6	-2
C[C@@H](Nc1nc(-c2ccccc2)nc2c1oc1ccccc12)C(=O)O
  -3	4	3	.	-4	.	2	7
CCOC(=O)c1ccccc1NC(=O)COC(=O)C1CC(=O)N(CCc2ccccc2)C1 (stereo unspecified)
  -4	8	-7	-2	.	-5	.	-3
COC(=O)CCCC1=CC2=C(c3ccccc3)C(=O)C(C)(OC(=O)C3CCCC3)C(=O)C2=CN1CCc1ccccn1 (stereo unspecified)
  9	-5	0	-5	-4	-3	.	-3
CC(=O)c1ccc(N2CCN(S(=O)(=O)c3c(C(=O)N4CCCCC4)c(C)n(C)c3C)CC2)cc1
  -1	-8	15	-10	3	-17	-7	-2
Cn1c(N)c(C(=O)COC(=O)c2nc(Cl)ccc2Cl)c(=O)n(C)c1=O
  -3	14	-4	2	-4	18	-8	6
O=C(c1cccnc1)N1CC(=O)N2[C@H](CO)[C@@H](c3ccc(C#CCC4CCCC4)cc3)[C@H]2C1
  -3	-15	6	.	.	23	-1	-3
C[C@H](CO)N1C[C@H](C)[C@H](CN(C)C(=O)Nc2ccccc2F)Oc2cc(-c3ccc(F)cc3)ccc2S1(=O)=O
  -3	-5	-3	.	4	.	10	2
CCOC(=O)c1cc(C)n(Cc2ccccc2)c1C
  .	.	.	-19	18	-22	3	.
CCCN1/C(=C(/C#N)C2=NS(=O)(=O)c3ccccc32)N(C)c2ccccc21
  6	3	7	.	5	.	.	-3
Cc1cccc(N=C2NC(=O)/C(=C/c3cccn3C)S2)c1
  .	-49	2	-5	.	-25	.	-17
Cc1ccc(S(=O)(=O)N(C)C)cc1NC(=S)NNC(=O)C(N)=O
  -2	-9	-11	2	.	-5	0	2
Cc1sc2nc(N3CCOCC3)[nH]c(=O)c2c1-c1ccccc1
  0	13	-5	-1	.	35	.	4
COC(=O)c1sc(N2C(=O)C(=O)/C(=C(/O)c3ccccc3)C2c2ccco2)nc1C (stereo unspecified)
  5	1	-15	-15	.	5	.	4
C[C@@H]1CN([C@@H](C)CO)C(=O)c2cc(NC(=O)Nc3cccc4ccccc34)ccc2O[C@@H](C)CCCCO[C@@H]1CN(C)C
  .	-11	.	.	.	36	0	24
CSc1ccccc1NC(=O)Cn1c([N+](=O)[O-])cnc1C
  1	-11	0	-5	1	-8	.	1

# A draw from above in order of SMILES length, highest first:
# Sequence of screens: ERAP1 HTS inh	LGR2 inh	S100A4 MyoIIA	FN deposition inh	PglD inh	PAX8 reporter	PGC1a acetyl inh	EWS-Fli inh
C[C@H](CO)N1C[C@H](C)[C@H](CN(C)C(=O)Nc2ccccc2F)Oc2cc(-c3ccc(F)cc3)ccc2S1(=O)=O
  -3	-5	-3	.	4	.	10	2
CCOC(=O)c1cc(OC(=O)c2cccc([N+](=O)[O-])c2)n(-c2ccccc2)n1
  .	16	.	11	2	.	14	.
Cc1ccccc1-c1nc(CN2CCCC2c2ccc(F)cc2)c(C)o1 (stereo unspecified)
  -1	8	-6	-7	4	-1	1	3

# (further entries)
# Sequence of screens: ERAP1 HTS inh	LGR2 inh	S100A4 MyoIIA	FN deposition inh	PglD inh	PAX8 reporter	PGC1a acetyl inh	EWS-Fli inh
O=C(/C=C\c1ccccc1[N+](=O)[O-])Nc1ccccc1
  2	-110	6	12	.	-136	-2	-93
CC(=O)c1ccc(NC(=O)c2ccc(COc3ccccc3[N+](=O)[O-])o2)cc1
  6	-2	10	2	1	-1	-1	-7
O=C(O)/C=C1\CCCc2ccccc2C1O (stereo unspecified)
  1&1	9&6	-2&-1	2	0	3	.	-5&1
CC(NC(=O)c1ccc2c(=O)n3c(nc2c1)CCC3)c1ccc(S(N)(=O)=O)cc1 (stereo unspecified)
  -5	0	-9	-3	.	-13	.	4
COC(=O)c1cc(OC)c(OC)cc1NC(=O)CSc1ccc(C)cc1
  .	8	.	-12	-8	.	-3	.
CC(Oc1ccc(C#N)cc1)C(=O)Nc1ccc(-n2cnnn2)cc1 (stereo unspecified)
  0	14	-7	-11	1	4	.	-1
COCC#Cc1ccc(CC[C@H]2O[C@H]3CC[C@@H](CO)O[C@H]3C[C@@H]2n2cc(C3CC3)nn2)cc1
  -1	.	5	.	.	.	-1	-3
Cc1c(C)n(CC(O)CNCCO)c2ccccc12 (stereo unspecified)
  -1	13	9	-6	.	-11	.	-17
Cc1cc(C)c(S(=O)(=O)NCC(c2ccc3c(c2)OCO3)N2CCOCC2)c(C)c1 (stereo unspecified)
  -2	9	-15	.	-3	4	3	7
C=CCSC1=C(C#N)C(c2ccc(OCC)cc2)CC(=O)N1 (stereo unspecified)
  0	5	-6	-1	2	2	4	-10
Cc1nc(NC(=O)CSc2nc(N)cc(N)n2)sc1C
  -4	11	-9	-4	-9	3	-5	-1
Cc1ccc(C)c(NC(=O)CN2C(=O)CC(C)S(=O)(=O)c3ccccc32)c1 (stereo unspecified)
  -2	2	-5	-18	3	-8	0	.
O=C(COC(=O)c1cncc(Br)c1)Nc1ccc(N2CCCCC2)cc1
  3	-7	-6	-5	-1	4	2	-3
COc1ccccc1NC(=O)C(=O)N1CCCC1
  -2	-27	-6	1	.	-7	-3	0
Cc1cc(F)c(F)c(C(=O)N2C(C)CCCC2C)c1Cl (stereo unspecified)
  1	-17	1	-31	.	2	-4	0
CC(=O)c1ccc(NC(=O)C2CCCN(S(=O)(=O)c3c(C)[nH]c(=O)[nH]c3=O)C2)cc1 (stereo unspecified)
  -7	20	3	.	.	1	33	6
CC(=O)OCC(=O)NCC(=O)c1c[nH]c2ccccc12
  .	-4	.	-1	-1	13	-3	13
COc1ccc(NC(=O)N(C)C[C@@H]2OCCCC[C@H](C)Oc3ccc(NC(=O)Nc4ccc5c(c4)OCO5)cc3C(=O)N([C@H](C)CO)C[C@@H]2C)cc1
  0	18	1	.	1	-17	0	-3
Cc1cc(C(O)c2ncc(-c3ccccc3C)[nH]2)ccc1F (stereo unspecified)
  7	-3	2	-5	-6	-45	4	-21
Cc1ccc(S(=O)(=O)N2C[C@@H]3[C@H]4CC[C@H](C4)[C@@H]3[C@@H](C)[C@@H]2c2ccn([Si](C(C)C)(C(C)C)C(C)C)c2)cc1
  10	1	-6	.	0	-23	5	-14
O=C(c1cccc(Cl)c1)N1CCCC(c2ccc(Cl)cc2)=N1
  7	-5	-7	.	1	.	-5	2
Nn1c(SCC(=O)NC(=O)Nc2ccc3c(c2)OCCO3)nnc1C1CC1
  15	0	-13	-1	-2	-39	-1	-18
Cc1cc(OCCCN2CCN(Cc3ccccc3)CC2)ccc1[N+](=O)[O-]
  .	1	-2	-2	.	15	0	8
O=C(c1ccc2c(=O)n3c(nc2c1)CCCCC3)N1CCN(c2ccccc2F)CC1
  -3	1	0	4	-2	4	-11	2
CCOC(=O)C1CCCN(CCC(=O)Nc2cccc(F)c2)C1 (stereo unspecified)
  -1	-1	3	.	0	.	-13	5
COc1ccc(C(=O)c2c[nH]cc2-c2ccccc2)cc1
  4	-1	-6	9	4	-8	-10	-6
CCOc1cc(N2CCOCC2)c(OCC)cc1NC(=O)COC(=O)c1ccccc1C
  -15	5	-4	-1	.	-38	.	-4
O=C(c1cccnc1)N1C[C@H]2[C@@H](c3ccccc31)[C@@H](CO)N2C(=O)C1CCCC1
  1	0	4	.	8	2	6	-16

# Screening data from PubChem.
